STAT3 activator: activators of IL-6 induced STAT3 signaling; U3A cells, IL-6 STAT3-luciferase reporter, luminescence; 100% = signal with IL-6 EC80 alone; activation (% of control), % at 5.6 µM; 190,000 tested, 0.91% active; AID 871;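 active = activation above the screen-wide mean of compound activation plus 3 SD, cut at about 130% in these data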;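 also: 0% = background luminescence of wells with medium and substrate only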
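Test system: human U3A cells carrying STAT3-luciferase construct; control set: IL-6-only wells as 100% reference; timing: compound pre-incubation 1 h before IL-6, then 6 h stimulation at 37 °C; also added: IL-6 stimulus at 33 ng/mL final; evaluation: % activation versus median of IL-6-stimulated wells; detection: reporter luminescence signal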
Diaphorase inh: counter-screen for diaphorase-based assays: diaphorase inhibitors and chemical oxidizers. AID 1217. 190,000 tested, 0.69% active. inhibition, % at 20 µM. diaphorase resazurin-to-resorufin fluorescence, NADH, 16 min; bacterial (C. kluyveri) enzyme, not human;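 active = primary screen inhibition at 20 µM above a set limit, cut at about 50% in these data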;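 also: plate controls were DMSO with full reaction for no effect and wells lacking NADH for full effect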
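System: Diaphorase enzyme from Clostridium kluyveri | Amount: Enzyme working solution with 0.14 U/mL diaphorase | Benchmarks: No-NADH positive control and DMSO neutral control | Signal: Fluorescence of resorufin formed from resazurin, Ex 544/Em 590 nm | Schedule: 16-min room-temperature incubation before reading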
STAT3 blocker: STAT3 signaling inhibition; U3A cells, IL-6 STAT3-luciferase reporter, luminescence; host cell line lacks STAT1; inhibition, % at 5.5 µM; 190,000 tested, 0.89% active;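 active = inhibition above the mean inhibition across all screened compounds plus 3 SD, cut at about 44% in these data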;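 also: 0% = DMSO only wells and 100% = 100 µM nifuroxazide control wells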
G6PDH counter: counter-screen for G6PDH assay hits: L. mesenteroides G6PDH inhibition; Purified L. mesenteroides G6PDH, diaphorase/resazurin coupled fluorescence, 45 min; inhibition, % at 5 µM; 200,000 tested, 0.12% active; AID 1020; in the data active = inhibition above about 50%
Hsp70 act: transcriptional activators of Hsp70; HeLa Hsp70 promoter luciferase reporter, luminescence; scaled: vehicle 0, proteasome-inhibitor control 100%; activation, % at 10 µM; 200,000 tested, 0.04% active; AID 1203;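 active = activation above the mean across all tested compounds plus 3 SD, cutoff set per campaign, cut at about 5.5% in these data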;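 also: 100% = MG132 at 30 µM as the positive control and 0% = DMSO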
TLR4 MyD88 comp: blocks binding of human TLR4 to MyD88; 200,000 tested, 0.18% active; O00206+Q99836; HeLa CL3-4 TLR4/MyD88 BLA complementation, FRET ratio; inhibition, % at 8.4 µM; AID 861; in the data active = inhibition above about 25%;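 also: 0% = vehicle and 100% = reference inhibitor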
Target sequence (O00206 whole entry, looked up): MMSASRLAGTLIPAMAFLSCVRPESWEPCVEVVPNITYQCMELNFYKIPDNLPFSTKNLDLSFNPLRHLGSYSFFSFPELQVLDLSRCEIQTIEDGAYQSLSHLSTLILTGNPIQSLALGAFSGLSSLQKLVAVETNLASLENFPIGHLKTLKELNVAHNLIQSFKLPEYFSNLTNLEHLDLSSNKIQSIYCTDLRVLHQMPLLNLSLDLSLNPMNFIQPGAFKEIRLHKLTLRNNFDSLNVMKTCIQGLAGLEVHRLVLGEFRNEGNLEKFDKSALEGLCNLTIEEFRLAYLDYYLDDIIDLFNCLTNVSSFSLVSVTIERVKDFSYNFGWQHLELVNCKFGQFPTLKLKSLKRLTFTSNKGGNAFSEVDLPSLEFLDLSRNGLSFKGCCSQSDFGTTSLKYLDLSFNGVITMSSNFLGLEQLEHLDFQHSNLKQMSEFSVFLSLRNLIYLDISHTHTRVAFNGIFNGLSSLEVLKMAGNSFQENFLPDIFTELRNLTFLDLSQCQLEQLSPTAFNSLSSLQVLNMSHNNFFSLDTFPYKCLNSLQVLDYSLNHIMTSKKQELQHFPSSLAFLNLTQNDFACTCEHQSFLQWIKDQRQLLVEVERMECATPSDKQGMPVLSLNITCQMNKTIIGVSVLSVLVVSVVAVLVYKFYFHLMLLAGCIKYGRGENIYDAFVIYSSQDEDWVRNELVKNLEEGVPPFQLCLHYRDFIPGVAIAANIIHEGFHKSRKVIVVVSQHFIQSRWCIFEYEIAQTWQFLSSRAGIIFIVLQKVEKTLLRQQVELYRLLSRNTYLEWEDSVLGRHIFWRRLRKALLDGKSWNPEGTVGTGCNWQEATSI
Target sequence (Q99836 whole entry, looked up): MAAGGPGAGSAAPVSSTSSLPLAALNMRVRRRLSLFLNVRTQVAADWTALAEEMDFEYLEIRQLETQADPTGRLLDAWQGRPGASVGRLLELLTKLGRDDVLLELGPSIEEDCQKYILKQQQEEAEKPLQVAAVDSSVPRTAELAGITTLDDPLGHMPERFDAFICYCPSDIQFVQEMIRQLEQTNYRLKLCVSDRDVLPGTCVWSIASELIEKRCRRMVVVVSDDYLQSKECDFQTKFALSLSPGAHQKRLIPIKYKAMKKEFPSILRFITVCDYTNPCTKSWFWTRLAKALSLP
STAT1 activator: STAT1 signaling activation; NIH 3T3 STAT1-luciferase reporter, IFN-gamma, luminescence; 100% = IFN-gamma alone, no compound; activation (% of control), % at 5.5 µM; 200,000 tested, 2.6% active;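 active = activation above the screen-wide mean activation plus 3 SD, cut at about 130% in these data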;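 also: raw ratio to IFN-gamma control signal so 100% means no change and 0% no light; values of inactives mirror those of a sister screen read the other way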
APP 5UTR inh: APP translation inhibition; SH-SY5Y APP 5'UTR-luciferase reporter, luminescence; inhibition, % at 2 µM; 190,000 tested, 0.82% active;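 active = inhibition above a set limit, derived from the sample mean plus 3 SD, cut at about 45% in these data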; also: values of inactives mirror those of a sister screen read the other way
Diaphorase act: counter-screen for diaphorase-based assays: diaphorase activators and chemical reducers. activation factor at 20 µM. Diaphorase/resazurin coupled assay, resorufin fluorescence, 16 min; active compounds read high; 1 = vehicle wells, 0 = NADH-free wells. 190,000 tested, 0.005% active;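 active = diaphorase activity raised at least twofold by the compound at 20 µM; inactive = activation factor below 2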
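Material: purified diaphorase enzyme from Clostridium kluyveri; Also added: 0.114 mM NADH and 0.1 mM resazurin, final amounts; Doses: single compound dose of 20 µM, 1% DMSO final; Times: 16 min enzyme reaction, ambient temperature; Detection: resorufin fluorescence, excitation 544 nm, emission 590 nm; Measure: increased resorufin signal from activators or reducing compounds.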
STAT1 blocker: inhibitors of IFN-gamma induced STAT1 signaling | NIH 3T3 STAT1-luciferase reporter, luminescence | inhibition, % at 5.5 µM | 200,000 tested, 0.35% active | AID 920;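 active = inhibition above a set limit, the mean inhibition across all tested compounds plus 3 SD, cut at about 34% in these data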;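 also: 0% = IFN-gamma with DMSO and 100% = IFN-gamma with 300 µM nifuroxazide; values of inactives mirror those of a sister screen read the other way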
Starred values were filed as active, the others as inactive; nt = not tested or not shown. Hits appear at their usual frequency; overall some 6.1% were active at least once.

cpd	canonical_smiles	STAT3 activator	Diaphorase inh	STAT3 blocker	G6PDH counter	Hsp70 act
1	CCn1nnc(NC(=O)c2sc3ccccc3c2Cl)n1	74	0	35	0	-0.3
2	CCn1c(CNC(=O)C23CC4CC(CC(C4)C2)C3)nnc1SCC(=O)Nc1nnc(C)s1	100	17	9	-4	-0.2
3	COc1ccc(Cl)cc1NC(=O)c1[nH]nc(OC)c1[N+](=O)[O-]	144*	0	-35	18	-0.3
4	COc1ccccc1NC(=O)c1c(Br)cnn1C	82	-23	25	7	0.2
5	OCCC1CN(Cc2cccn2-c2cccnc2)CCN1CCc1ccccc1 (configuration not stated)	101	9	3	7	-0.4
6	Cc1ccccc1CSCCNC(=O)Nc1ccccc1	99	6	6	-2	0.2
7	Nc1nnc(Cc2ccc(Cl)cc2)s1	99	14	4	-4	-0.1
8	CN1CCN(C(=O)c2cnn3c(C(F)(F)F)cc(-c4cccs4)nc23)CC1	90	7	14	-1	-0.3
9	CC(=O)N1N=C(c2ccco2)CC1c1cccs1 (configuration not stated)	95	0	9	4	-0.4
10	Cc1c(C(=O)NCCCN2CCOCC2)sc2nc(-c3ccccc3)cn12	102	3	-3	-7	-0.2
11	Cc1c(N(C(=O)CNC(=O)c2ccccc2)C2(C(=O)NC3CCCC3)CCCCC2)c(=O)n(-c2ccccc2)n1C	96	-9	5	4	0.0
12	O=C(Nc1ccc(Cl)cc1)Nc1cccc(C(=O)O)c1	18	-17	99*	14	-0.5

cpd	TLR4 MyD88 comp	STAT1 activator	APP 5UTR inh	Diaphorase act	STAT1 blocker
1	4	121	-67	1	-26
2	-6	94	-14	0.8	7
3	-14	93	1	1	5
4	0	106	-1	1.2	-10
5	7	104	9	0.9	-6
6	10	101	6	0.9	-3
7	1	98	-17	0.9	2
8	6	97	-1	0.9	3
9	3	94	0	1	7
10	-12	106	-44	1	-6
11	3	100	-7	1.1	1
12	-3	18	-1	1.2	88*

Full records as entered above.
`Nc1nnc(Cc2ccc(Cl)cc2)s1` reads STAT3 activator: 99; Diaphorase inh: 14; STAT3 blocker: 4; G6PDH counter: -4; Hsp70 act: -0.1; TLR4 MyD88 comp: 1; STAT1 activator: 98; APP 5UTR inh: -17; Diaphorase act: 0.9; STAT1 blocker: 2
`COc1ccc(Cl)cc1NC(=O)c1[nH]nc(OC)c1[N+](=O)[O-]` reads STAT3 activator: 144*; Diaphorase inh: 0; STAT3 blocker: -35; G6PDH counter: 18; Hsp70 act: -0.3; TLR4 MyD88 comp: -14; STAT1 activator: 93; APP 5UTR inh: 1; Diaphorase act: 1; STAT1 blocker: 5

Next section
cpd	canonical_smiles	STAT3 activator	Diaphorase inh	STAT3 blocker	G6PDH counter	Hsp70 act
13	COc1ccc(NS(=O)(=O)c2ccc(NC(=O)c3cnn4c(C(F)F)cc(-c5ccc(C)cc5)nc34)cc2)cc1	100	4	1	0	-0.1
14	Cc1ccnc(NS(=O)(=O)c2ccc(NC(=O)c3cc(-c4ccccc4)nc4ccccc34)cc2)n1	99	13	3	12	-0.3
15	CNC(=O)C1=NCCCc2cc(OC)c(OC)cc21	101	11	2	2	-0.3
16	O=C(N/N=C/c1ccc(O)cc1)Nc1cccc2nsnc12	88	-6	17	10	-0.1
17	CCOC(=O)Cn1c(=S)[nH]c2c(oc3ccc(Cl)cc32)c1=O	95	44	12	-6	-0.6
18	COc1ccccc1C(=O)NC(=S)N1CCCc2ccccc21	121	1	-13	20	-0.1
19	CC1CCCCC1NC(=O)COC(=O)COc1ccccc1Cl (configuration not stated)	97	-3	8	5	-0.3
20	O=C(CC1S/C(=N/N=C/c2cccnc2)NC1=O)Nc1ccccc1 (configuration not stated)	102	4	0	9	-0.3
21	Cc1cc(NC2CCCCC2)nc(-c2ccccc2O)n1	117	31	-20	2	-0.1
22	CN(C)C(=O)c1cn(-c2ccc(Cl)cc2)c(=O)c2ccccc12	95	10	5	3	-0.2
23	O=C(c1cc2ccccc2oc1=O)N(Cc1ccccc1)C1CCS(=O)(=O)C1 (configuration not stated)	100	4	4	4	0.1
24	CC(=O)N1CCCc2cc(S(=O)(=O)NC(C(=O)NC(C)c3ccccc3)C(C)C)ccc21 (configuration not stated)	98	11	10	10	-0.3

cpd	TLR4 MyD88 comp	STAT1 activator	APP 5UTR inh	Diaphorase act	STAT1 blocker
13	0	99	3	1	2
14	-3	94	0	0.9	6
15	3	103	-3	0.9	-3
16	-5	118	12	1.1	-20
17	-8	99	-9	0.6	1
18	12	109	-59	1	-10
19	-3	101	12	1	-1
20	1	104	-4	1	-6
21	10	106	-6	0.7	-7
22	-5	96	-11	0.9	4
23	-2	108	-24	1	-8
24	10	100	-19	0.9	0

Continuation.
cpd	canonical_smiles	STAT3 activator	Diaphorase inh	STAT3 blocker	G6PDH counter	Hsp70 act
25	O=C(N/N=C/C1C(c2ccccc2)C1(Cl)Cl)c1cccc(Cl)c1 (configuration not stated)	107	14	-13	2	0.0
26	CCOCCOC(=O)CCSc1n[nH]c(=O)[nH]c1=O	98	10	8	3	-0.1
27	Nc1cc(=O)[nH]c(SCC(=O)N2CCc3ccccc3C2)n1	107	4	-8	-5	-0.3
28	Cn1c(CS(=O)Cc2c(Cl)cccc2Cl)nnc1SCc1ccc(Cl)cc1 (configuration not stated)	105	16	0	0	-0.2
29	O=C(CCn1[nH]c(=O)c2ccccc2c1=O)OC1CCCCC1	96	17	9	20	-0.2
30	CCOC(=O)c1c(C)[nH]c(C)c1C(=O)COC(=O)c1cc(OC)c(OC)cc1OC	97	-10	6	1	-0.2
31	CN1c2ccccc2-c2nc3ccccc3n2C1c1cccs1 (configuration not stated)	93	24	11	4	-0.2
32	Cc1cccc(NC(=O)Nc2cccc(F)c2)n1	100	-2	6	2	-0.1
33	C=CCNC(=O)c1ccncc1	103	18	4	4	-0.5
34	COC(=O)c1ccc(NC(=O)Cn2cnc3c(nnn3-c3cccc(OC)c3)c2=O)cc1	nt	-7	nt	6	-0.1
35	CCOc1cccc(OCCCCn2ccnc2)c1	107	19	-6	-14	0.1
36	O=C(CC1C(=O)NC2CCCCC2N1C(=O)c1ccc(F)cc1)Nc1ccccc1 (configuration not stated)	102	20	1	-2	0.2

cpd	TLR4 MyD88 comp	STAT1 activator	APP 5UTR inh	Diaphorase act	STAT1 blocker
25	2	112	-38	0.9	-13
26	-3	97	-17	0.9	4
27	-5	97	3	1	3
28	11	99	-9	0.8	1
29	2	94	-4	0.8	7
30	-19	95	-9	1.1	4
31	-3	109	-13	0.8	-10
32	7	125	-20	1	-27
33	-5	107	0	0.8	-8
34	6	101	14	1.1	-3
35	-2	103	27	0.8	-4
36	3	101	-22	0.8	-1

Going on with the list:
cpd	canonical_smiles	STAT3 activator	Diaphorase inh	STAT3 blocker	G6PDH counter	Hsp70 act
37	Cc1ccc(C)c2[nH]c(=O)c(CN(CCN3CCCC3)C(=O)Nc3ccc(F)cc3)cc12	132	11	-30	1	-0.5
38	CCC(CC)NC(=O)COC(=O)c1ccc(NS(=O)(=O)c2ccc3c(c2)OCCO3)cc1	97	14	4	14	-0.2
39	CCOc1ccc2oc(C(=O)Nc3ccc(N4CCOCC4)cc3)c(C)c2c1	80	8	29	12	0.0
40	CCOC(=O)CC(NC(=O)c1ccco1)c1ccc(OC)cc1 (configuration not stated)	107	16	4	0	-0.2
41	CCN(CC)CCCNC(=O)c1cc2c(=O)n(C)c3ccccc3c2n1C	105	12	3	0	-0.2
42	COc1cc(NC(=O)c2cc3sccc3n2C)cc(OC)c1	131	10	-31	-1	-0.2
43	COc1cc(C)ccc1OCCOCCOc1ccc([N+](=O)[O-])cc1	92	11	13	12	-0.2
44	O=C(CCN1CCN(CCO)CC1)Nc1ccc(F)c(F)c1	99	6	7	-1	-0.1
45	O=C(O)C1C2C=CC3(CN(Cc4ccco4)C(=O)C13)O2 (configuration not stated)	104	9	5	0	-0.1
46	CCn1c(=O)c(C)nn2c3ccccc3nc12	97	11	10	8	-0.2
47	O=[N+]([O-])c1ccccc1/C=N/N1CCN(c2ccccn2)CC1	85	15	21	5	1.5
48	O=C(Nc1nc2c(s1)C(=O)CCC2)c1ccccc1	74	15	34	1	-0.1
49	O=C(c1ccccc1)N1CCN(c2ccc([N+](=O)[O-])c(NCc3cccnc3)c2)CC1	103	15	-4	-18	-0.3
50	Cc1ccc2c(c1)N(CC(=O)c1cccc(Cl)c1)C(=O)C(C)O2 (configuration not stated)	101	14	1	6	-0.3

cpd	TLR4 MyD88 comp	STAT1 activator	APP 5UTR inh	Diaphorase act	STAT1 blocker
37	17	99	-12	0.9	2
38	-8	102	-11	0.9	-2
39	-10	94	6	0.9	6
40	-1	97	11	0.8	3
41	-3	102	-27	0.9	-3
42	5	132*	-104	0.9	-36
43	6	90	-10	0.9	11
44	15	100	-9	0.9	2
45	-15	98	nt	0.9	2
46	0	108	12	0.9	-8
47	-11	123	-53	0.9	-25
48	2	153*	-148	0.8	-58
49	-20	98	4	0.8	2
50	-6	99	3	0.9	2

High-throughput results as filed in PubChem.
